Epigenetic reg: epigenetic control regulation, reporter derepression; AID 1865; 0.2% of 280,000 active; Potency, µM (highest dose often 53.9 µM), inactives show top-dose GFP activation, most hits filed as activators; murine LDR cells, GFP reporter derepression, 30 h; further: potency means the concentration at half of the fitted maximal effect; % of control where 0% means no effect; nearly all actives have a fitted effect of over 60% in size
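In this reporter-derepression format, murine cells bearing a silenced integrated CMV-GFP locus incubate with test compound (30 h, 37 C), then are washed and imaged; fluorescent objects of 20–120 um count as induced cells.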
TexasRed fluor: counter-screen for TRb-SRC2 inhibitors: fluorescence interference. TRb/SRC2 Texas Red total fluorescence interference. Potency, µM (doses to about 106 µM), inactives show top-dose fluorescence change, negative = quenching. 0.29% of 280,000 active. AID 1479; active means well fitted curve in either direction with a large enough effect; inconclusive means small, poorly fitted or top-dose-only effect; further: potency means the concentration at half of the fitted maximal effect; on the % scale 0 is the no-effect control and ±100 the full control effect
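Human TRb ligand-binding domain at 0.6 uM with 20 nM Texas Red SRC2 peptide in Tris buffer containing 1 uM T3 and 5% DMSO, incubated with compound 5 h at ambient temperature. Total fluorescence (555/632 nm) calculated as parallel + 2 × perpendicular.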
CBFb RUNX1 block: blocks binding between human CBF-beta and RUNX1; AlphaScreen CBFb-His/RUNX1-biotin binding, biochemical; Potency, µM (series often up to 59.8 µM), for the others: top-dose activity, negative = inhibition, actives largely listed as inhibitors; 230,000 tested, under 10 active; further: % of control where 0% means no effect
Target sequence (Q01196 whole entry, looked up): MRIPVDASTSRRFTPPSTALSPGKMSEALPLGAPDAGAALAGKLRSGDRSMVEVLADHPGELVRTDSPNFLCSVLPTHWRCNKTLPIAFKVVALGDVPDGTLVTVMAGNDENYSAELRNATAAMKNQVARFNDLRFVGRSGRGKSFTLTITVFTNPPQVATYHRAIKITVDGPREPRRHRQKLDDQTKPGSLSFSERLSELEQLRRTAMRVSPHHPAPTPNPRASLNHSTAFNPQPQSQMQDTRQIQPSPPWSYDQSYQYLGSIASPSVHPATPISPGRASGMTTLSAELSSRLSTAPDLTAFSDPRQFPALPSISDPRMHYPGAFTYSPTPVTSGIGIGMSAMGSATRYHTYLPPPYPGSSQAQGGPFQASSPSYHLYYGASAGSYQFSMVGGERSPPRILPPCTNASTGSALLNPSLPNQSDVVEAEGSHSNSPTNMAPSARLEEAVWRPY
Target sequence (Q13951 whole entry, looked up): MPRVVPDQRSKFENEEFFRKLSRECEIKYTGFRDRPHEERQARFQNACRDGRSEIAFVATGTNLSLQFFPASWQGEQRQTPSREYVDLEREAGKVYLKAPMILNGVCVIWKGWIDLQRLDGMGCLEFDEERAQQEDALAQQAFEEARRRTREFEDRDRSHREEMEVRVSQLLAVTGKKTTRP
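Compounds were screened at multiple concentrations against a preformed CBF-beta(His)/RUNX1(biotin) complex (30 nM of each) for 15 min at room temperature, followed by 90 min with nickel and streptavidin beads and AlphaScreen reading.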
TRb SRC2 PPI: TRbeta-SRC2 interaction inhibition; TRbeta-SRC2 peptide binding, fluorescence polarization; receptor liganded with 1 µM T3; Potency, µM (series often up to 106 µM), for inactives: at the highest dose activity change, negative = inhibition, hits mostly inhibitors; 0.065% of 280,000 active; AID 1469;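 further: potency means the concentration at half of the fitted maximal effect; plate controls were bound peptide for no effect and peptide without receptor for full effect; nearly all actives have a fitted effect of over 50% in size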
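Compounds were added to 0.6 uM TRb ligand-binding domain and 20 nM Texas Red-labeled SRC2 peptide in Tris buffer containing 1 uM T3, incubated 5 hr at ambient temperature, then read by fluorescence polarization.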
aGal spleen mod: inhibitors or activators of human alpha-galactosidase in spleen homogenate; Potency, µM (doses to about 80 µM), for the others: at the highest dose activity change, negative = inhibition, usual class: inhibitors; human spleen homogenate, 4MU-alpha-Gal fluorescence, 40 min; 0.008% of 240,000 active; P06280;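 further: potency means the concentration at half of the fitted maximal effect; 0% = enzyme with vehicle and -100% = no enzyme basal signal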
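Human spleen homogenate (1 ug) as enzyme source, 4-methylumbelliferyl-alpha-D-galactopyranoside 1 mM final, citrate/phosphate pH 5.0 with 0.01% Tween-20. Compounds 40 min at 37C, NaOH/glycine stop; fluorescence Ex 365/Em 440, Hill-fit AC50.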
Tau fibril FP: blocks human tau fibril formation measured by polarization; P10636; K18 P301L tau heparin fibrillization, Alexa594 FP, 6 h; Potency, µM (highest dose often 57.7 µM), for the others: at the top dose activity, negative = inhibition, actives largely listed as inhibitors; 0.39% of 280,000 active; AID 1468; further: potency means the concentration at half of the fitted maximal effect; on the % scale 0 is the no-effect control and ±100 the full control effect; nearly all actives have a fitted effect of over 55% in size
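Recombinant K18 P301L […], labeled with Alexa 594 at 0.24 uM over 15 uM unlabeled; heparin inducer 20 uM final; 37 C, 6 hr; FP endpoint.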
NPSR antagonist: neuropeptide S receptor (human) antagonism, cAMP. Potency, µM (top dose mostly 38.3 µM), inactives show at the highest dose activity change, negative = inhibition, most hits filed as inhibitors. Q6W5P4. 1% of 220,000 active. CHO-NPSR cells, cAMP TR-FRET, antagonist mode; further: potency means the concentration at half of the fitted maximal effect; on the % scale 0 is the no-effect control and ±100 the full control effect; nearly all actives have a fitted effect of over 50% in size; many of its hits are not listed in these tables
Target sequence (Q6W5P4 whole entry, looked up): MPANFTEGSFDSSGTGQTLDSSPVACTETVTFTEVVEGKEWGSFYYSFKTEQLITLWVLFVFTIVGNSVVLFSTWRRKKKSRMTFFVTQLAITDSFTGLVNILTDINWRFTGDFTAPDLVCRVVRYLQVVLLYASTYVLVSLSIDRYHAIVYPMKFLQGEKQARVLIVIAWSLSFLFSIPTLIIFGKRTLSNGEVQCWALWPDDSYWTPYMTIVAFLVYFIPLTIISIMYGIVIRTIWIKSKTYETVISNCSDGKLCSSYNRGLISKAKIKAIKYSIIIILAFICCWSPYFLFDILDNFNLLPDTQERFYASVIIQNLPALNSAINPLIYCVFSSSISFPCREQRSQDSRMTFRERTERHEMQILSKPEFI
Tau fluor cs: counter-screen for tau fibril formation inhibitors; tau K18 P301L Alexa594 fluorescence, heparin fibrillization; Potency, µM (series often up to 57.7 µM), without a hit: at the highest dose activity change, negative = decrease; 0.93% of 280,000 active; AID 1463; further: potency means the concentration at half of the fitted maximal effect; on the % scale 0 is the no-effect control and ±100 the full control effect; nearly all actives have a fitted effect of over 55% in size
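Human tau K18 P301L (15 uM unlabeled, 0.24 uM Alexa 594-labeled) in 100 mM sodium acetate pH 7 with 20 uM heparin, 6 hr at 37 C. ThT 30 uM added, 1 hr ambient; Alexa 594 FP and total fluorescence read at 555/632 nm.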
* = called active by the depositor; u = inconclusive; x = no result given; [ ] = another dose, or the depositor's remark. Unless noted, the call rests on the fitted dose curve; in most records, active means well fitted curve in the direction sought with a large enough effect; inconclusive means small, poorly fitted or top-dose-only effect, or another doubt; inactive means no such curve, though single readings can be large; an effect the other way counts as inactive or inconclusive.

SMILES	Epigenetic reg	TexasRed fluor	CBFb RUNX1 block	TRb SRC2 PPI	aGal spleen mod	Tau fibril FP	NPSR antagonist	Tau fluor cs
CCOC(=O)CN1C(=O)N[C@H](c2ccc(Br)cc2)C(C(C)=O)=C1C	0.0%	-5%	-5%	-6%	-2%	-16%	4%	-14%
COc1cc(CNC(=O)C2CCCN2S(=O)(=O)c2ccccc2)cc(OC)c1OC (stereo not given)	-3.2%	1%	1%	-1%	3%	-2%	1%	-5%
CCOC(=O)N1CCC(NC(=O)C2CCN(C(=O)c3cc4sccc4n3CC)CC2)CC1	-1.0%	-2%	5%	2%	-12%	3%	-6%	-5%
O=C(O)[C@H](Cc1ccccc1)NC(=O)N1CCOCC1	-4.1%	-1%	2%	-2%	-1%	-10%	11%[46.1 µM]	-13%
CCCNc1ncnc2c1cnn2-c1ccc(OC)cc1	-1.1%	-1%	-5%	-7%	-4%	6%	10%[46.1 µM]	-17%
CCOn1c(=O)c(-c2cccc3ccccc23)[n+]([O-])c2ccccc21	-1.3%	-6%	5%	-6%	-9%	0%	-2%	1%
O=S(=O)(c1ccc(OCC(O)CN2CCN(c3ccccc3Cl)CC2)cc1)N1CCOCC1 (stereo not given)	-5.5%	-2%	3%	-10%	15%	4%	-18%[46.1 µM]	-13%
Cc1cccc(CCNS(=O)(=O)c2ccc3c(c2)n(C)c(=O)c(=O)n3C)c1	-4.4%	1%	-4%	-7%	-6%	0%	-11%[46.1 µM]	0%
N/C(=N\OC(=O)c1ccc(Br)cc1)c1ccncc1	1.6%	-1%	12%	-8%	-1%	5%	4%	4%
Cc1ccccc1-n1c(SCC(=O)NCc2cccs2)nc2ccccc2c1=O	0.0%	-1%	2%	0%	10%	u	-22%	1%
Cn1c(=O)oc2cc(S(=O)(=O)N3CCCC(C(=O)NCCc4ccc(Cl)cc4)C3)ccc21 (stereo not given)	-2.3%	0%	x	-4%	x	-12%	x	-10%
O=C1NC(Nc2nccs2)(C(F)(F)F)C(=O)N1CCc1ccccc1 (stereo not given)	-1.1%	0%	2%	3%	-10%	-4%	-8%[46.1 µM]	-11%
Cc1ccc(S(=O)(=O)c2cn(C)c3cc(N4CCN(C)CC4)c(F)cc3c2=O)cc1	14%	-2%	x	3%	x	-1%	x	0%
COc1ccc(C(=O)NCc2ccc3c(c2)CCN3C(C)=O)c(OC)c1	0.0%	-57%	x	-15%	x	-16%	x	1%
CCN(CC)C(=O)CSc1nnc([C@@H](N)Cc2ccccc2)o1	-0.9%	-9%	-2%	-1%	4%	-3%	-9%[46.1 µM]	-3%
COC(=O)c1ccc(CSc2ccc3nnc(-c4ccccn4)n3n2)o1	0.0%	0%	-30%	0%	1%	-10%	-2%[46.1 µM]	1%
CC/C(C)=C1\SC(N2CCN(c3cccc(C(F)(F)F)c3)CC2)=NC1=O	1.5%	-3%	-2%	0%	6%	-2%	u	-1%
O=C(Nc1ccc(S(=O)(=O)Nc2ccccc2)cc1)c1ccc(CN2CCOCC2)cc1	1.8%	-1%	-2%	-5%	2%	u	17%	-34%
CC(C)c1ccccc1NC(=O)Cn1cnc2c1c(=O)n(C)c(=O)n2C	-1.6%	4%	x	-4%	x	-7%	x	-3%
Cc1cc2c(cc1S(=O)(=O)Nc1cccc(Cl)c1C)OCCN2C	0.0%	1%	x	-4%	x	-5%	x	-18%
O=C(O)Cn1nnnc1SCC(=O)Nc1ccc(F)cc1F	-2.3%	-1%	5%	0%	-1%	8%	7%	6%
CCOC(=O)CS(=O)(=O)c1ccc(O)cc1	-0.4%	2%	11%	4%	0%	-3%	0%	1%
CC(C)(C)c1cc(C(=O)NCc2ccco2)ccn1	0.0%	-1%	1%	4%	0%	-4%	-6%[46.1 µM]	1%
COC(=O)CCSCC(=O)Nc1nnc(C)s1	2.6%	-6%	7%	-1%	5%	-2%	-3%[46.1 µM]	6%
CCCCN(C(=O)CN1CC(C)OC(C)C1)c1c(N)n(CC(C)C)c(=O)[nH]c1=O (stereo not given)	0.7%	3%	-7%	4%	1%	-12%	0%[46.1 µM]	-8%

Record cards, as listed above.
Entry for `CC(C)(C)c1cc(C(=O)NCc2ccco2)ccn1` : Epigenetic reg = 0.0%; TexasRed fluor = -1%; CBFb RUNX1 block = 1%; TRb SRC2 PPI = 4%; aGal spleen mod = 0%; Tau fibril FP = -4%; NPSR antagonist = -6%[46.1 µM]; Tau fluor cs = 1%
Entry for `Cc1cccc(CCNS(=O)(=O)c2ccc3c(c2)n(C)c(=O)c(=O)n3C)c1` : Epigenetic reg = -4.4%; TexasRed fluor = 1%; CBFb RUNX1 block = -4%; TRb SRC2 PPI = -7%; aGal spleen mod = -6%; Tau fibril FP = 0%; NPSR antagonist = -11%[46.1 µM]; Tau fluor cs = 0%

Structures listed so far containing a COOH group (2):
SMILES	Epigenetic reg	TexasRed fluor	CBFb RUNX1 block	TRb SRC2 PPI	aGal spleen mod	Tau fibril FP	NPSR antagonist	Tau fluor cs
O=C(O)[C@H](Cc1ccccc1)NC(=O)N1CCOCC1	-4.1%	-1%	2%	-2%	-1%	-10%	11%[46.1 µM]	-13%
O=C(O)Cn1nnnc1SCC(=O)Nc1ccc(F)cc1F	-2.3%	-1%	5%	0%	-1%	8%	7%	6%

Continuation.
SMILES	Epigenetic reg	TexasRed fluor	CBFb RUNX1 block	TRb SRC2 PPI	aGal spleen mod	Tau fibril FP	NPSR antagonist	Tau fluor cs
Cc1ccc(CCNC(=O)c2cn(C)c3ccc(S(=O)(=O)N4CCCCC4)cc3c2=O)cc1	1.6%	0%	x	6%	x	-13%	x	-13%
C/C(CC(=O)Nc1cc(C)ccn1)=N\NC(=O)c1cccc(C)c1	-2.2%	0%	1%	4%	0%	-1%	17%	1%
COC(=O)c1cc(Br)c(=O)n(CCN2CCCC2)c1	1.2%	2%	-1%	6%	-4%	-1%	4%[46.1 µM]	-2%
Cc1cccc(C)c1NC(=S)NCCCN1CCCC1=O	-1.1%	0%	-2%	-1%	2%	-3%	23%	5%
Cc1ccc(Cn2nnc3c(=O)[nH]c(C(=O)NCc4ccco4)nc32)cc1	-0.9%	0%	-5%	-7%	8%	3%	-4%[46.1 µM]	4%
O=C(Nc1ccc2c(c1)OCCO2)C1CCCN(c2ncccn2)C1 (stereo not given)	-1.2%	0%	2%	-10%	-4%	-6%	0%[46.1 µM]	2%
O=C1NCCN1c1ncc([N+](=O)[O-])s1	5.5%[16.9 µM]	-2%[53 µM]	-5%[21.7 µM]	-1%[53 µM]	8%[29.1 µM]	x	x	x
COc1ccc(/C=C(/NC(=O)c2ccc(C)cc2)c2nc3ccccc3[nH]2)cc1OC	-1.1%	1%	-1%	-16%	-1%	-6%	-18%[46.1 µM]	-9%
Cc1ccc(CNC(=O)Cc2ccc(NC(=O)N3CCSc4ncccc43)cc2)cc1	4.1%	0%	x	-2%	x	0%	x	-4%
N[C@@H](CCCP(=O)(O)O)C(=O)O	-0.3%	-1%	14%[21.7 µM]	2%	1%	8%	x	1%
CC1CN(S(=O)(=O)c2ccc(C(=O)NCCCn3ccnc3)cc2)CC(C)O1 (stereo not given)	0.9%	1%	2%	-2%	-1%	-8%	4%	-7%
COc1cc(C(C(=O)NC2CCCCC2)N(Cc2ccco2)C(=O)c2cnccn2)cc(OC)c1OC (stereo not given)	0.0%	0%	3%	1%	3%	-10%[2.34 µM]	-2%	-1%[2.34 µM]
Cc1[nH]c2ccccc2c1SCC(=O)N1CCCCC1	-1.8%	-7%	3%	6%	0%	-3%	8%	u
COC(=O)C1(S(=O)(=O)c2cccc3nsnc23)CC1	-1.0%	1%	0%	-3%	5%	-5%	-3%[46.1 µM]	-5%
O=C(O)/C=C/C(=O)N1CCc2ccccc21	1.1%	1%	-17%	0%	-2%	3%	-3%	-6%
COc1ccc(C2N(c3ccc(C)cc3)CCN2c2ccc(C)cc2)cc1O	1.5%	-1%	-6%	5%	-2%	12%	-40%	25µM*[quencher]
Cc1nc(COC(=O)c2cc(O)c3ccccc3c2O)cs1	-1.4%	-8%	-2%	1%	-2%	u	-25%	u
CCOc1ccc(NC(=O)Cn2c(CCC(=O)O)ccc2-c2ccc(C)cc2)cc1	0.0%	3%	x	6%	x	3%	x	-12%
CCN(CC)S(=O)(=O)c1ccc2nc(NC(=O)c3cccnc3)sc2c1	-0.1%	-1%	x	-1%	x	0%	x	-15%
CCN1CCOC(=O)C1CC(=O)Nc1cc(C)ccc1OC (stereo not given)	0.6%	u	x	3%	x	-9%	x	-11%
COc1cc(NC(=O)Nc2ccccc2OC)c(OC)cc1NC(=O)CN1CCCCC1	0.0%	-3%	-17%	8%	-2%	u	-26%[46.1 µM]	u

Some of the entries above in a different format:
Fields – Epigenetic reg	TexasRed fluor	CBFb RUNX1 block	TRb SRC2 PPI	aGal spleen mod	Tau fibril FP	NPSR antagonist	Tau fluor cs
CC1CN(S(=O)(=O)c2ccc(C(=O)NCCCn3ccnc3)cc2)CC(C)O1 (stereo not given)
    0.9%	1%	2%	-2%	-1%	-8%	4%	-7%
COc1cc(C(C(=O)NC2CCCCC2)N(Cc2ccco2)C(=O)c2cnccn2)cc(OC)c1OC (stereo not given)
    0.0%	0%	3%	1%	3%	-10%[2.34 µM]	-2%	-1%[2.34 µM]

Individual results from the entries so far.
Cc1nc(COC(=O)c2cc(O)c3ccccc3c2O)cs1 – TexasRed fluor = -8%
COc1ccc(C2N(c3ccc(C)cc3)CCN2c2ccc(C)cc2)cc1O – Epigenetic reg = 1.5%

Compound activity from PubChem.

A portion of the library; the hit share may differ from the screen's.
